Assay outcomes from PubChem BioAssay.
PDI inh: blocks human protein disulfide isomerase activity; AID 588391; actives 0.052% (n = 350,000); inhibition, % at 10 µM; PDI insulin aggregation turbidity, A650, 90 min; P07237;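 active means mean inhibition across replicates of 30% or more, whatever share of single replicates reach that level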;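 further: absorbance from insulin aggregation driven by PDI reduction with DTT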
Target sequence (P07237 whole entry, looked up): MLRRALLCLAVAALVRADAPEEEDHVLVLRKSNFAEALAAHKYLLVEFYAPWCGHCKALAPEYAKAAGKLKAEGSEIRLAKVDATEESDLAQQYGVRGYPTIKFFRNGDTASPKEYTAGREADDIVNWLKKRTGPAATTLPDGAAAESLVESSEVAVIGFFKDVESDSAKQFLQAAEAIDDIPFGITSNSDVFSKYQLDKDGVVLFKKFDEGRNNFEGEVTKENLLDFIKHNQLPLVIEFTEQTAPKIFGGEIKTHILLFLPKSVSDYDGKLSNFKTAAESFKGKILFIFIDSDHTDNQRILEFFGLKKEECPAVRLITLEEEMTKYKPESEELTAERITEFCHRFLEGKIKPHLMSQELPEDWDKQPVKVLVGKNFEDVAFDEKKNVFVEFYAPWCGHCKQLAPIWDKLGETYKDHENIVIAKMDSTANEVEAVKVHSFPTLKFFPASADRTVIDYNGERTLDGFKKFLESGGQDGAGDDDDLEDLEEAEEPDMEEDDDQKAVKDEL
NR2E3 ag-1: NR2E3 (human) agonism. GST-NR2E3/biotin-RetCOR TR-FRET, 1536-well. inhibition of corepressor binding, % at 4.78 µM. actives 0.12% (n = 320,000). AID 2300;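 active means percent inhibition above the cutoff of mean plus 3 SD of all tested compounds, set per screening campaign, cut at about 20% in these data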;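 further: 0% = DMSO wells and 100% = biotin wells as full block of FRET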
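System: GST-tagged NR2E3 plus biotinylated RetCOR corepressor; Buffer or medium: pH 7.5 Tris-based buffer; Probe or stimulus: RetCOR corepressor, biotinylated, 7 nM; Doses: compound at 4.8 µM, single dose; Schedule: 5 h incubation at 4 °C; Technique: time-resolved FRET; Evaluation: percent inhibition of TR-FRET ratio; Replication: one well per compound, singlicate testing.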
CaV13 ICDI inh: Disruptors of the CACNA1D IQ motif to Ca2+-dependent inactivation inhibitor domain association, primary screening, Förster resonance energy transfer in intact living …. HEK cells, CFP/YFP FRET ICDI-IQ, plate reader, 10 min; percent FRET-ratio fall versus neutral wells. inhibition, % at 12.3 µM. actives 0.098% (n = 340,000);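 active means mean replicate inhibition of at least 30% and at least 1% of replicates passing that level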;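 further: 0% = median of the neutral control wells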
HIF-2a inh: inhibitors of HIF-2a; 786-0 RCC cells HIF-2a reporter, luciferase luminescence, overnight; inhibition, % at 18.8 µM; actives 0.72% (n = 360,000);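 active means inhibition of the luminescence signal of 40% or more relative to plate controls, in a single-dose primary screen at 18.75 µM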
iPSC survival up: increases survival of single human iPS cells. actives 0.044% (n = 360,000). survival enhancement, % at 20 µM. hiPSC single-cell survival, ATPlite luminescence; 100% = ROCK inhibitor wells, 0% = DMSO; in the data active means survival enhancement above about 18%;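 further: cells exposed to compounds for 16 hours before the ATP read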
Peg3 prom inh: reduces Peg3 promoter-driven luciferase expression in HeLa; HeLa PEG-Prom luciferase reporter, luminescence, overnight; actives 1.7% (n = 360,000); AID 588405; inhibition, % at 20 µM;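 active means inhibition of at least 50% at 20 µM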
m5-HT2A agonist: activates the mouse 5-HT2A serotonin receptor | P35363 | CHO-K1 mHTR2A beta-arrestin complementation, luminescence; percent of 30 µM serotonin response | activation, % at 7.6 µM | actives 0.66% (n = 360,000);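 active means activation above a run cutoff, the mean activation of all tested compounds plus 3 SD, cut at about 14% in these data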;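 further: 0% = plate median of compound wells and 100% = 30 µM serotonin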
Target sequence (P35363 whole entry, looked up): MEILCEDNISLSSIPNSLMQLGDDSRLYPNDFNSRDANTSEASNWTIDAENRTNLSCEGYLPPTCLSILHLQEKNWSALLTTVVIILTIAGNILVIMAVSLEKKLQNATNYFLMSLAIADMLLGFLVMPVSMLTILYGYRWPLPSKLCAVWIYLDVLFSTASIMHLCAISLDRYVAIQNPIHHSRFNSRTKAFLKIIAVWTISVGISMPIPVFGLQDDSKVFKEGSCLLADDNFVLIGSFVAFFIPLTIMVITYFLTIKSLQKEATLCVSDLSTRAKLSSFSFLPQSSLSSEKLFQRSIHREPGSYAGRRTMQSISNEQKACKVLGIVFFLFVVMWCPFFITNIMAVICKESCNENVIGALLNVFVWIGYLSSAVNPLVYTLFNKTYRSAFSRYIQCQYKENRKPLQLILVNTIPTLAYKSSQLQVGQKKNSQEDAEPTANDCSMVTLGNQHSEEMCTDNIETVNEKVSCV
NR2E3 ag-2: agonists of human NR2E3 nuclear receptor; AID 602229; inhibition of corepressor binding, % at 3.98 µM; CHO-S Gal4-NCOR/VP16-NR2E3 two-hybrid, luciferase; actives 0.35% (n = 360,000); Q9Y5X4;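 active means inhibition above the mean of all tested compounds plus 3 SD, cut at about 70% in these data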;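 further: 0% = DMSO with NR2E3 transfected cells and 100% = cells lacking NR2E3 construct; higher means lower luciferase signal from less NR2E3 corepressor binding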
H9c2 protect: myocardial damage modulation in H9c2 cells; AID 588492; H9c2 cardiomyocytes, H2O2 injury protection, ATPLite, 2 h; actives 0.63% (n = 360,000); protection from H2O2 cell death, % at 20 µM;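 active means compounds giving at least 50% protection of heart cells from peroxide-induced death in the single-dose screen, raw or plate-pattern-corrected value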;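 further: 0% = DMSO wells with peroxide and 100% = DMSO wells without peroxide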
MITF TRPM1 inh: inhibitors of MITF-driven TRPM1 promoter in melanoma cells; SK-MEL-5 TRPM1 promoter luciferase, 24 h; inhibition, % at 12.5 µM; actives 0.83% (n = 330,000); AID 488899;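 active means mean inhibition across replicates of 60% or more, whatever share of single replicates reaches that level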; further: values of inactives mirror those of a sister screen read the other way
Shn3 3UTR inh: Schnurri-3 reporter inhibition in Clone20 osteoblasts; Clone20 osteoblast Shn3 3'UTR firefly luciferase, 24 h; inhibition, % at 12.5 µM; actives 0.52% (n = 360,000); AID 588674;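 active means mean inhibition of at least 75% with every replicate also reaching 75%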;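 further: 0% = median of neutral control wells and 100% = pilot-screen positive control compound; some compounds past the cut are filed as inactive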
An asterisk follows results filed as active; nt = not tested or not shown.

SMILES | PDI inh | NR2E3 ag-1 | CaV13 ICDI inh | HIF-2a inh | iPSC survival up | Peg3 prom inh | m5-HT2A agonist | NR2E3 ag-2 | H9c2 protect | MITF TRPM1 inh | Shn3 3UTR inh
Cc1nc2ccccn2c1-c1csc(Nc2cccc(O)c2)n1 | 16.1 | nt | -2.7 | -122.6 | -0.9 | -46.2 | -0.4 | -16.7 | -12.3 | 0.3 | 28.9
O=C(NCc1ccccn1)c1ccc(OC2CCN(Cc3ccc(F)cc3F)CC2)cc1 | 11.8 | -1.7 | -15.4 | 4.3 | -0.5 | 13.4 | -3.9 | -8.9 | -0.2 | 4.7 | 32.1
COc1cc(C(F)(F)F)c(C(=O)N(C)Cc2cccc(Cl)c2)cn1 | -1.4 | 0.6 | -4.7 | 9.5 | -0.1 | -3.0 | 5.5 | 0.0 | 3.6 | -2.1 | 20.3
CCOC(=O)c1cn(Cc2ccccc2)nc1-c1ccccc1 | -2.4 | 5.3 | -3.2 | 25.9 | -0.2 | 18.6 | -7.8 | -7.5 | 0.3 | 3.1 | 4.8
CCCc1cc(NCC2CCCO2)n2c(nc3ccccc32)c1C#N (stereo not drawn) | -13.4 | -0.7 | -7.0 | 0.9 | -1.5 | 3.9 | 11.7 | -18.4 | 3.4 | 12.6 | 26.4
COc1ccc(S(=O)(=O)N2CCc3ccccc3C2)cc1OC | -4.4 | 2.9 | -8.3 | 11.9 | -2.2 | 5.1 | -0.4 | -24.7 | -2.4 | -1.2 | -2.6
O=C(N/N=C/c1ccc(O)cc1)c1cc(C23CC4CC(CC(C4)C2)C3)[nH]n1 | 0.2 | 2.1 | -1.8 | 11.9 | 0.1 | -9.5 | -3.5 | 30.6 | -6.2 | 3.8 | 6.6
COc1cccc(NC(=S)N(CCN2CCCCC2)Cc2ccco2)c1 | -1.7 | 1.6 | -3.0 | -5.1 | 0.1 | 22.3 | 3.6 | -25.5 | 4.8 | 12.2 | -1.9
O=C1c2ccsc2SCCN1Cc1ccc(Cl)cc1 | -1.4 | -0.1 | 1.3 | 18.1 | -0.5 | 26.6 | -1.6 | 17.7 | -5.5 | -9.0 | -12.2
N#Cc1ccsc1NC(=O)COc1ccc(-c2nnco2)cc1 | 6.0 | -1.5 | nt | -144.0 | 2.8 | -139.6 | 2.0 | -22.3 | 0.8 | -11.5 | -14.3
Cc1c(C#N)sc2nc(-c3ccccc3)nc(N3CCCC3)c12 | -4.2 | -1.9 | -1.0 | 10.2 | -0.3 | 10.7 | -0.9 | -11.8 | -5.5 | 12.6 | -22.6
COc1ccc([C@H]2/C=C\CN(S(=O)(=O)c3cccc4cccnc34)[C@@H](C)C(=O)N2Cc2ccc(F)cc2)cc1 | -1.9 | 0.9 | -5.0 | 16.1 | -3.2 | 11.5 | -0.4 | -40.0 | -2.0 | 13.3 | -0.4
COc1ccc(OC)c(NC(=O)NCCc2cccc(Cl)c2)c1 | -4.0 | -2.6 | -6.4 | -8.4 | -0.4 | -10.2 | 3.7 | -7.7 | 8.1 | -1.0 | 67.8
O=C(Nn1c(COc2ccccc2)nc2ccccc2c1=O)C(Cl)(Cl)Cl | -7.9 | nt | -20.8 | -101.2 | 0.3 | -17.3 | 5.0 | -5.2 | 2.8 | 4.8 | -18.0
O=C(c1ccc(COc2ccc(F)cc2)o1)n1cccn1 | -4.9 | 2.0 | nt | 2.8 | 0.8 | -14.8 | -3.4 | -16.1 | -7.7 | 2.0 | 0.9
CCCCSc1nc(O)c(C2OC(=O)c3c2ccc(OC)c3OC)c(=O)n1C (stereo not drawn) | 3.7 | 0.8 | -8.0 | 12.8 | -1.9 | 10.1 | 4.3 | -9.6 | 1.0 | -6.2 | 3.5
COc1ccc(S(=O)(=O)N=Nc2c(O)[nH]c3ccccc23)cc1 | -1.7 | -0.1 | -4.5 | 24.6 | 8.7 | 15.3 | 0.9 | -11.1 | 0.0 | 10.3 | -1.5
O=C(N/N=C/C(Br)=C/c1ccccc1)c1cnccn1 | 1.4 | -2.9 | -3.1 | -178.1 | -0.3 | -116.5 | -3.5 | -16.9 | -8.6 | -36.1 | -53.1
CC(Oc1ccc(Cl)cc1)C(=O)N1CCN(C(=O)c2ccco2)CC1 (stereo not drawn) | 7.7 | 3.4 | -2.0 | 8.5 | 0.0 | -9.9 | 5.0 | -9.0 | 2.1 | -7.2 | -6.4
CN(C)/C=C1\N=C(c2cccnc2Oc2ccc(Cl)cc2)OC1=O | 0.9 | 1.6 | -12.9 | 13.9 | -0.6 | 34.2 | -3.3 | -19.7 | 7.9 | 5.9 | -6.8
CC(C)(C)n1nc2c(c1NC(=O)Cc1cccc3ccccc13)CS(=O)C2 (stereo not drawn) | 20.1 | 2.2 | -5.5 | 12.0 | -0.1 | 8.6 | 9.4 | 25.4 | 5.5 | 7.9 | 7.5
O=C(CN1C(=O)NC(Cc2ccccc2)C1=O)Nc1ccc(OC(F)F)cc1 (stereo not drawn) | -0.7 | 0.2 | -4.8 | -2.4 | -0.3 | 21.7 | 0.3 | 14.2 | -7.3 | 0.6 | -2.4
COc1cccc(CNC(=O)c2csc3c2CCCC3)c1 | -5.7 | -1.2 | nt | -45.9 | 0.7 | -13.3 | 2.9 | -53.4 | 4.0 | 7.6 | 5.2
CC(C)(CNc1ccc([N+](=O)[O-])cc1C#N)N1CCOCC1 | 0.5 | -0.9 | 1.6 | 6.8 | -0.4 | -1.8 | -4.0 | 7.3 | 7.4 | -0.8 | 26.5
Nn1c(SCC(=O)N2CCCCCC2)nnc1-c1ccncc1 | -8.1 | 7.3 | -6.1 | -3.1 | 1.7 | -9.1 | -0.4 | -13.4 | 2.1 | -6.2 | 10.0
SMILES | PDI inh | NR2E3 ag-1 | CaV13 ICDI inh | HIF-2a inh | iPSC survival up | Peg3 prom inh | m5-HT2A agonist | NR2E3 ag-2 | H9c2 protect | MITF TRPM1 inh | Shn3 3UTR inh
CCC(C)NC(=O)NC(=O)CSc1nnc(-c2ccccc2F)n1C1CC1 (stereo not drawn) | -0.8 | 1.5 | -3.9 | 3.8 | 0.7 | 14.8 | 2.3 | 15.9 | -3.2 | -0.5 | 10.8
COc1cccc(-c2nc(-c3ccncc3)no2)c1 | 2.2 | 1.3 | -10.7 | -188.6 | 0.0 | -286.6 | 5.3 | -149.7 | -12.2 | -24.0 | -61.9
CC(CN)(NS(=O)(=O)c1ccccc1)c1ccccc1 (stereo not drawn) | 6.3 | nt | -2.4 | 24.9 | 2.9 | 13.2 | 1.7 | -12.6 | 8.0 | -19.4 | 3.2
CSc1ncccc1C(=O)OCCCC(=O)c1ccc(F)cc1 | 13.1 | nt | -16.9 | -7.3 | 0.6 | -9.1 | -0.4 | 16.3 | -8.5 | -11.9 | 11.9
O=C(OC(C(=O)NC1CCCCC1)c1ccc(C(F)(F)F)cc1)c1ccco1 (stereo not drawn) | -28.2 | -1.6 | nt | 15.1 | 0.6 | 1.4 | 1.9 | -14.6 | -1.7 | -5.0 | -7.8
COc1ccc(NC(=O)c2nnn(CC(=O)Nc3ccccc3OC)c2N)c(OC)c1 | -2.1 | -1.2 | -3.2 | 6.3 | -0.7 | -20.9 | -5.0 | -27.9 | -10.8 | -13.9 | -10.3
O=C(Nc1ccccc1Br)C(=O)N1CCCC1 | -3.1 | -1.7 | -5.7 | -78.7 | 5.7 | -47.0 | 3.5 | -50.0 | -3.7 | 28.8 | -46.7
Cc1ccc(-c2noc(CCCC(=O)NC3CCCC3)n2)cc1 | 9.8 | 2.5 | -18.5 | 27.4 | -0.8 | -24.1 | 8.4 | 0.4 | -17.2 | 16.4 | 73.3
COc1ccc(S(=O)(=O)NCCSC(C)(C)C)cc1 | -4.3 | 2.3 | -5.0 | 2.4 | 0.0 | 5.2 | 13.2 | 10.9 | -2.8 | -6.0 | 10.5
CCOC(=O)c1cnc2c(-c3ccccc3OC)c(C)nn2c1C | -4.1 | -0.8 | -4.3 | -0.6 | -1.3 | -0.8 | 5.7 | 14.6 | 0.5 | nt | -26.4
C#Cc1ccc([C@@H]2C=C(C(=O)NCc3ccccc3)O[C@H](OCCCCO)C2)cc1 | -2.5 | 1.8 | -6.8 | 3.9 | 2.4 | 14.6 | -3.5 | -10.1 | -2.7 | 11.4 | -6.0
C/C(=N\NC(=O)c1nn(C)cc1Br)c1cccc(NC(=O)C2CCCC2)c1 | 1.1 | -0.9 | -0.8 | -57.3 | -0.4 | -43.5 | 0.1 | -43.0 | 7.9 | -31.9 | -1.1
O=C(COC(=O)C1CCN(S(=O)(=O)c2ccc3c(c2)OCCO3)CC1)Nc1cc(C(F)(F)F)ccc1Cl | -6.7 | 4.8 | -3.4 | -2.3 | 0.7 | -3.9 | -0.5 | 3.2 | 0.4 | 13.5 | 9.8
O=C(Nc1ccc(Br)cc1)c1ccccc1CC[N+](=O)[O-] | 12.2 | 1.6 | -0.7 | -25.8 | 0.7 | -10.8 | -3.7 | -25.6 | -3.8 | -5.3 | 12.1
CC1(C(=O)Nc2cnc3ccccc3c2)CCN1Cc1cc2ccccc2o1 (stereo not drawn) | -7.1 | nt | -6.3 | -15.6 | -0.3 | 18.5 | -2.9 | -11.1 | 22.0 | nt | 5.3
Cc1cnc(C(=O)OCc2ccc(Br)cc2)cn1 | 0.0 | -3.0 | -3.7 | -12.2 | -0.6 | -16.8 | -4.9 | -22.3 | 1.7 | -8.4 | -13.7
OCCCNc1nnc(-c2ccccc2)c2ccccc12 | 18.6 | 3.8 | -20.7 | 14.0 | -0.3 | 14.0 | -2.0 | -58.2 | 17.5 | 1.0 | -17.5
CCc1ccc(NC(=O)Cn2cnc3c(=O)n(C)c(=O)n(C)c32)cc1 | 5.8 | 1.0 | -6.7 | 0.3 | 0.9 | -7.5 | 1.3 | -5.3 | -3.4 | 2.8 | 14.2
CCOC(=O)N1CCN(C(=O)CCCn2c(=S)[nH]c3ccc(Br)cc3c2=O)CC1 | 8.0 | -3.9 | -4.6 | 8.3 | 1.8 | 20.3 | 4.0 | 12.2 | 2.1 | 5.5 | 18.6
COc1cc([N+](=O)[O-])cc(/C=N/NC(=O)CSc2ccccn2)c1O | 6.3 | -1.4 | -1.7 | 12.7 | 0.6 | 8.1 | -4.7 | -9.6 | 38.5 | -3.2 | 2.5
CCn1c(COc2cc(C)ccc2C(C)C)nnc1SCC(=O)Nc1nccs1 | 3.3 | -3.7 | 3.7 | 21.2 | -0.2 | -5.9 | -3.2 | -18.4 | 6.8 | 10.9 | 0.8
CCOc1ccc(NC(=O)CN(C)C(=O)CCCOc2ccc(Cl)c(C)c2)cc1OCC | 5.6 | -1.5 | -5.3 | 1.2 | 0.1 | 20.9 | 4.4 | -4.6 | -0.8 | 18.8 | 3.1
O=S(=O)(c1ccccc1)N1CCN(C(=S)Nc2ccc(Br)cc2)CC1 | -5.6 | nt | -2.8 | 10.8 | -0.5 | -2.9 | -2.1 | -24.4 | -2.2 | 2.1 | 22.4
